UPR XBP1 act = activators of adaptive XBP1 UPR arm, primary screen, cell-based, CHO-XBP1 luciferase reporter, luminescence, uHTS; activation, % at 20 µM; 330,000 compounds, 0.33% hits; AID 463104, 2010; IRE1-XBP1 UPR activation; percent of tunicamycin response, DMSO as zero;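 active means versus positive control, 20 µM dose yields 30% or more activation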;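 further: 100% = tunicamycin at 10 µg/mL and 0% = DMSO only wells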
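Assay system: IRE1-XBP1 luciferase reporter CHO line. Input: 1000 cells/well. Buffer or medium: F12 with 10% serum. Doses: 20 µM, 1% DMSO. Times: overnight seeding at 37 °C, 6 h compound treatment at 37 °C. Technique: Steady-Glo luciferase glow luminescence, 10 min after reagent addition.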
tim23-1 inh = growth inhibitors of tim23-1 mutant yeast, primary screen, luminescence, uHTS | S. cerevisiae tim23-1 growth, BacTiter-Glo luminescence, 24 h | inhibition, % at 20 µM | 330,000 compounds, 1.3% hits | AID 463212, 2010;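 active means growth inhibition of the mutant yeast at or above 50%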;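 further: temperature-sensitive mutant grown at 25 °C; plate controls were DMSO-treated mutant yeast for no effect and medium wells lacking yeast for full effect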
Mdm2-MdmX inh = inhibitors of human Mdm2-MdmX association, primary screen, cell-based, luminescence, split luciferase, SaOS-2, uHTS | Protein Mdm4 (Homo sapiens) + E3 ubiquitin-protein ligase Mdm2 (Homo sapiens), … | SaOS-2 split-luciferase Mdm2/MdmX complementation | inhibition, % at 8 µM | 330,000 compounds, 3% hits;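 active means inhibition of at least 50% at 8 µM in the primary screen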
TIM10 inh = growth inhibitors of isogenic TIM10 control yeast, primary screen, counter-screen for tim10-1 yeast inhibitor project, luminescence, uHTS; AID 463195, 2010; inhibition, % at 10 µM; 330,000 compounds, 1.4% hits; S. cerevisiae TIM10 strain growth, BacTiter-Glo luminescence, 24 h;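 active means inhibition of 40% or more at the single tested concentration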;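 further: wild-type TIM10 isogenic control strain grown at permissive 25 °C; 0% = DMSO yeast wells and 100% = minimal medium wells without yeast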
NLRP3 yeast inh = NALP3 inflammasome inhibitors in reconstituted yeast, primary screen, luminescence, uHTS. Yeast reconstituted NLRP3/ASC/caspase-1, beta-gal luminescence, 24 h. inhibition, % at 10 µM. 330,000 compounds, 0.39% hits. AID 2825, 2010;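 active means inhibition of 50% or more; inactive means inhibition below 50%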;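 further: plate controls were induced DMSO wells for no effect and uninduced yeast grown without galactose for full effect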
NR3A LBD binder = binders of NR3A ligand-binding domain, primary screen, biophysical, differential scanning fluorimetry, uHTS | Tm shift relative to glycine control, % at 25 µM | 340,000 compounds, 2.5% hits | AID 1259313, 2017 | Glutamate receptor ionotropic, NMDA 3A (GRIN3A) ligand-binding domain | NR3A LBD differential scanning fluorimetry, Tm shift; 0% = protein alone, 100% = glycine-bound protein;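 active means melting temperature shift of at least 10% of the positive control shift, at one fixed dose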
APJ agonist = agonists of human apelin receptor APJ, primary screen, CHO-K1 cells, PathHunter beta-arrestin, luminescence; 330,000 compounds, 0.11% hits; 0% DMSO wells, 100% apelin; P35414; activation, % at 20 µM;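 active means activation more than six SD over the plate average, tested at 20 µM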;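 further: 0% = DMSO alone and 100% = apelin-13 at 10 nM; some results filed as inactive read as strong as hits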
Target sequence (P35414 whole entry, looked up): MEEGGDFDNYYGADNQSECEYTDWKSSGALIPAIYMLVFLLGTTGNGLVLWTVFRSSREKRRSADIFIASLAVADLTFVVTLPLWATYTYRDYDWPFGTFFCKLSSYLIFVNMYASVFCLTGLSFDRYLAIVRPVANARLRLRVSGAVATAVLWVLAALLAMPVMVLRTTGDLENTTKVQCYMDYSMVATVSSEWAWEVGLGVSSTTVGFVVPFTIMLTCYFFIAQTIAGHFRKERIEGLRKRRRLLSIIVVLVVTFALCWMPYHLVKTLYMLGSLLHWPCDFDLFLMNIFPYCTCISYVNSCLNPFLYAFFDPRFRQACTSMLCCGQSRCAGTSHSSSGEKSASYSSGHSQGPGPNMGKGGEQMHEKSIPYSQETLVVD
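Assay system: engineered CHO-K1 APJ arrestin reporter cells; Amount: 1000 CHO-K1 reporter cells seeded per well; Dosing: one dose, 20 µM compound, 1% DMSO; Times: compound stimulation 90 min at 25 °C, detection 60 min; Measured by: luminescent beta-gal fragment complementation, chemiluminescent substrate; Read-out: APJ–arrestin association signal; Controls: DMSO vs Apelin-13 10 nM.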
UPR CHOP act = activators of apoptotic CHOP UPR arm, primary screen, cell-based, CHO-CHOP luciferase reporter, luminescence, uHTS; UPR activation; percent of tunicamycin response over DMSO baseline; activation, % at 10 µM; 330,000 compounds, 0.34% hits;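 active means at 10 µM dose, activation of 40% or more, normalized to positive control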;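 further: 100% = tunicamycin at 10 µg/mL and 0% = DMSO alone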
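Dosing – one dose, 10 µM in 0.5% DMSO · System – CHO-CHOP cells, stable luciferase reporter of PERK-eIF2a-CHOP signalling · Input – 500 cells/well · Control set – tunicamycin 10 µg/mL final as positive, DMSO-only wells as negative · Timing – 6 h compound treatment, 37 °C · Measure – % activation vs tunicamycin · Technique – luminescence read with Steady-Glo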
tim10-1 inh = growth inhibitors of tim10-1 mutant yeast, primary screen, luminescence, uHTS. S. cerevisiae tim10-1 ts strain growth, BacTiter-Glo, 24 h. 330,000 compounds, 2.2% hits. AID 463190, 2010. inhibition, % at 20 µM;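 active means inhibition of at least 40%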;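 further: mutant grown at 25 °C; 0% = DMSO wells with yeast and 100% = wells holding no yeast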
Numbers without * were called inactive; . = not tested or not shown.

smiles	UPR XBP1 act	tim23-1 inh	Mdm2-MdmX inh	TIM10 inh	NLRP3 yeast inh	NR3A LBD binder	APJ agonist	UPR CHOP act	tim10-1 inh
O=C(CN1C(=O)/C(=C\c2cccc(Br)c2)Oc2ccccc21)NCC1CCCO1 (stereo unspecified)	27	1	21	-5	5	-1	0	1.5	8
CCOC(=O)c1ccc(N2C(=O)C3C(/C=C/c4ccccc4)OC4(C(=O)c5ccccc5C4=O)C3C2=O)cc1 (stereo unspecified)	1	9	-49	18	-3	-9	0	-1.2	30
CC(=O)c1ccc(OCCOc2ccc(Cl)c3cccnc23)cc1	-2	4	24	4	12	-3	-2	-0.3	12
Cc1ccc(-c2csc(=S)n2CC(=O)OCC(=O)NCc2ccc(F)cc2)cc1	0	14	32	12	19	.	0	0.5	26
CCCC[C@@H]1CNCCN1CC1(c2ccccc2)CC1	1	17	-9	4	9	2	-6	0.1	-1
C#CCNC(=O)C1=C[C@@H](c2ccc(C(F)(F)F)cc2)C[C@@H](OCCCCO)O1	3	9	10	4	14	-21	-6	2.3	3
O=S(=O)(c1ccc2c(c1)OCCO2)N1CCCN(S(=O)(=O)c2c(F)cccc2F)CC1	-1	46	-41	3	13	0	2	1.1	31
C/C=C/C(O)c1ccc2ccccc2c1 (stereo unspecified)	3	6	15	-11	12	.	1	1.4	-11
CNCc1sccc1C	-2	-2	10	0	0	2	-2	-0.4	1
COc1ccc(C(=O)N(C)CC(=O)Nc2cccc(F)c2)cc1S(=O)(=O)NC1CCCC1	-4	-7	2	6	6	0	3	-1.4	-29

Three entries already listed, arranged by number of heavy atoms, ascending.
smiles	UPR XBP1 act	tim23-1 inh	Mdm2-MdmX inh	TIM10 inh	NLRP3 yeast inh	NR3A LBD binder	APJ agonist	UPR CHOP act	tim10-1 inh
CNCc1sccc1C	-2	-2	10	0	0	2	-2	-0.4	1
COc1ccc(C(=O)N(C)CC(=O)Nc2cccc(F)c2)cc1S(=O)(=O)NC1CCCC1	-4	-7	2	6	6	0	3	-1.4	-29
CCOC(=O)c1ccc(N2C(=O)C3C(/C=C/c4ccccc4)OC4(C(=O)c5ccccc5C4=O)C3C2=O)cc1 (stereo unspecified)	1	9	-49	18	-3	-9	0	-1.2	30

Next part:
smiles	UPR XBP1 act	tim23-1 inh	Mdm2-MdmX inh	TIM10 inh	NLRP3 yeast inh	NR3A LBD binder	APJ agonist	UPR CHOP act	tim10-1 inh
COc1ccc(NC(=S)NNc2ccc(C(=O)O)cc2)cc1	-11	18	9	-4	16	3	2	-3.1	17
CCc1nnc(NC(=O)CSc2nnc(C(C)NC(=O)c3ccccc3)n2C)s1 (stereo unspecified)	-1	6	-27	14	17	-3	-1	0.1	3
CC1(OC(=O)CCc2ccccc2)C(=O)C=C2C=C(c3ccc(C#N)cc3)N(C(CO)CO)C=C2C1=O (stereo unspecified)	-3	-3	2	9	19	1	14	0.4	0
CC(/C=N/NC(=O)Cc1cccs1)=C\c1ccco1	2	11	-10	-11	16	1	-1	6.8	-6
O=C1C=C(c2ccc3c(c2)OCO3)CCC1	1	10	-17	10	4	4	-4	-0.1	7
COc1ccc(NC(=O)CCc2nnc3ccc(NCc4ccco4)nn23)cc1OC	-9	-3	18	-3	14	-2	-4	1.6	3
Cc1ccc(C(=O)ONc2ccc(N=O)cc2)cc1	-4	71*	8	39	15	1	0	4.8	58*
Cn1c(=O)oc2ccc(C(=O)CSc3nnnn3-c3ccccc3)cc21	1	-12	0	-8	12	-3	-4	-1.5	16
CCN(C[C@H]1N[C@@](Cc2ccccc2)(C(=O)OC)[C@H]2C(=O)N(C)C(=O)[C@@H]12)C(=O)c1ccc(F)cc1	1	7	-20	-4	1	-1	-3	3.8	3
Cn1c(=O)c2c(ncn2CC(=O)OCC(=O)c2ccc(Cl)cc2)n(C)c1=O	0	7	10	6	20	-1	-2	-1.1	-11

Continuation.
smiles	UPR XBP1 act	tim23-1 inh	Mdm2-MdmX inh	TIM10 inh	NLRP3 yeast inh	NR3A LBD binder	APJ agonist	UPR CHOP act	tim10-1 inh
O=C(COc1ccc(Cl)cc1)NCCS(=O)(=O)N1CCN(c2ccc(F)cc2)CC1	-5	24	16	12	-2	-1	-7	0.6	30
O=C(Nc1ccccc1)N1CCN(c2ccc(F)cc2)CC1	-2	6	9	-1	12	0	3	1.4	-9
Cc1nc(-c2ccccc2)sc1C(=O)Nc1ccccc1F	-2	27	-1	11	22	3	-3	0.7	11
Cc1ccc(Cc2c(C)nc3nc(SCC(=O)NCc4ccco4)nn3c2C)cc1	0	11	17	11	7	0	1	0.5	29
CC(C(=O)N1CCCCCC1)c1ccc([N+](=O)[O-])cc1 (stereo unspecified)	1	16	-12	2	30	0	-3	-1.7	25
Cc1ccc(C(C)C)c(OCCNS(C)(=O)=O)c1	0	6	-50	-2	2	0	1	1.0	26
COc1cc(NC(=O)C2CCN(S(=O)(=O)c3cccnc3)CC2)cc(OC)c1OC	0	11	5	2	3	0	0	1.1	-5
CC1CC(C)CN(C(=O)CCNS(=O)(=O)c2ccc3c(c2)CCC(=O)N3)C1 (stereo unspecified)	0	4	-14	-4	-6	-1	-4	1.9	6
CCN(CC(=O)N1CCC(C)CC1)S(=O)(=O)c1ccc(C)cc1	-4	6	-14	-2	9	-1	0	-1.4	19
COCCN(C(=O)CCC(=O)Nc1nccs1)C(C(=O)NC(C)(C)C)c1ccc(F)cc1 (stereo unspecified)	-10	-4	22	-8	-4	0	3	-0.5	4

(cont.)
smiles	UPR XBP1 act	tim23-1 inh	Mdm2-MdmX inh	TIM10 inh	NLRP3 yeast inh	NR3A LBD binder	APJ agonist	UPR CHOP act	tim10-1 inh
CCC(=O)Nc1sc2c(c1C#N)CCCCC2	4	27	6	13	-34	-2	-4	1.0	14
Cc1cc(N2CCN(c3cccc(C)c3C)CC2)nc(-c2ccccc2)n1	-1	-17	32	-21	17	1	-2	1.9	6
O=C(O)COc1c(F)c(F)c(C(F)(F)F)c(F)c1F	-3	7	-2	11	10	0	-3	-2.0	5
CN(C)c1cccc2c(S(=O)(=O)N3CCCC3)cccc12	0	26	2	4	35	-1	2	0.7	28
O=C(CN1CCC(O)(c2ccccc2F)CC1)NCCc1c[nH]c2ccccc12	0	-14	-16	-12	-2	-1	-6	0.8	-23
COc1cccc(NC(=O)CCN2CCC(C(N)=O)CC2)c1	-2	5	21	4	0	2	-4	-0.5	-6
COc1cc([N+](=O)[O-])ccc1NC(=O)Oc1ccc(NC(C)=O)cc1	0	14	13	-9	26	2	4	-0.8	29
Cc1ccc(CC(=O)Nc2cccc(S(=O)(=O)N3CCOCC3)c2)cc1	-8	13	3	13	3	2	8	1.6	20
CCN(CC)c1ccc(N2C(=O)/C(=C/c3ccccn3)SC2=S)cc1	2	-34	19	-7	4	4	7	1.5	-16
O=Cc1cn(CC(O)Cn2cc(C=O)c3ccccc32)c2ccccc12	1	2	8	-15	7	-1	-4	-2.6	9

Next results:
smiles	UPR XBP1 act	tim23-1 inh	Mdm2-MdmX inh	TIM10 inh	NLRP3 yeast inh	NR3A LBD binder	APJ agonist	UPR CHOP act	tim10-1 inh
O=C(NN1CCN(Cc2ccccc2)CC1)c1ccc(Cl)cc1	-2	-3	20	-4	13	0	-3	1.3	-9
CCN(C(=O)COC(=O)/C=C/c1cccc(Cl)c1)c1c(N)n(Cc2ccccc2)c(=O)[nH]c1=O	-4	5	11	6	7	0	2	-0.2	-2
COc1ccccc1NCCC(=O)O	-1	-7	12	-13	-4	1	-5	2.2	13
Cc1cc(N2CC(C(=O)O)CC2=O)ccc1Br (stereo unspecified)	2	19	-1	3	-3	3	1	0.7	13
COc1ccc(C(=O)CN2C(=O)NC3(CCc4ccccc43)C2=O)c(OC)c1 (stereo unspecified)	2	17	4	8	5	0	0	0.3	-9
Cc1cccc(N2CCN(C(=O)[C@H](C)N3C(=O)C4CC=CCC4C3=O)CC2)c1C (stereo partly specified)	-1	17	9	0	4	1	-2	-0.3	1
CN(C)S(=O)(=O)c1cccc(NC(=O)COC(=O)c2c[nH]c(=O)[nH]c2=O)c1	1	15	-12	-11	12	0	-1	0.6	6
O=C(COc1ccccc1)NC(=S)N1CCc2ccccc21	0	43	-5	41*	20	-2	-7	3.2	43*
COc1ccccc1N1C(=O)C2C3C=CC(CC3)C2C1=O (stereo unspecified)	-2	2	-20	4	9	2	-1	2.4	-2
FC(F)(F)c1nc(-c2cccnc2)ncc1-c1nnnn1-c1ccccc1	2	9	10	4	21	0	-1	-0.5	40

Other results
smiles	UPR XBP1 act	tim23-1 inh	Mdm2-MdmX inh	TIM10 inh	NLRP3 yeast inh	NR3A LBD binder	APJ agonist	UPR CHOP act	tim10-1 inh
CCOC(=O)Cc1csc(SCC(=O)Nc2nccs2)n1	1	-2	11	31	11	0	1	0.3	-5
Clc1ccc(-c2nnc(-c3ccco3)nc2N2CCCCC2)cc1	-3	38	8	30	15	-2	-4	3.3	30
CC1CCN(C(=O)c2cc(S(=O)(=O)N3CCCCC3)c[nH]2)CC1	1	-9	18	0	12	-1	-2	-1.1	-19
C=CCOc1c(CNn2cn[nH]c2=S)cccc1OC	2	6	-4	8	17	1	-5	-0.8	5
COc1ccc([C@H]2CC(=O)C=C(c3ccc(SC)cc3)C2)cc1OC	-2	-7	9	-1	1	3	-3	-1.5	2
Cc1ccc(S(=O)(=O)N2CCN(CC(=O)Nc3ccc4c(c3)CCC4)CC2)cc1C	-1	36	3	27	13	-2	-2	1.4	31

Compound activity deposited in PubChem BioAssay by Sanford-Burnham Center for Chemical Genomics.
